Screening results: PubChem BioAssay, The Scripps Research Institute Molecular Screening Center
pPAFAH FP inh – pPAFAH enzyme inhibitors, primary screen, biochemical, fluorescence polarization, human; Platelet-activating factor acetylhydrolase (Homo sapiens), Q13093; recombinant pPAFAH, FP-rhodamine probe fluorescence polarization; inhibition, % at 3.39 µM; actives 1.5% (n = 330,000);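 active means inhibition above the mean inhibition across the screen plus 3 SD, cut at about 25% in these data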;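 further: inhibitors block binding of the rhodamine activity-based probe so polarization drops; 0% = enzyme with DMSO and 100% = wells lacking pPAFAH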
PAFAH2 FP inh – PAFAH2 enzyme inhibitors, primary screen, biochemical, fluorescence polarization, human; actives 0.99% (n = 340,000); recombinant PAFAH2, FP-rhodamine activity probe; Platelet-activating factor acetylhydrolase 2, cytoplasmic (Homo sapiens), Q99487; inhibition, % at 3.39 µM;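 active means inhibition above the mean over all tested compounds plus 3 SD, cut at about 30% in these data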;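 further: inhibitors block probe labeling of enzyme so polarization drops; 0% = enzyme with DMSO and 100% = wells lacking PAFAH2 protein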
PAFAH1B2 FP inh – PAFAH1B2 enzyme inhibitors, primary screen, biochemical, fluorescence polarization, human; Platelet-activating factor acetylhydrolase IB subunit alpha2 (Homo sapiens), P68402; recombinant PAFAH1B2, FP-rhodamine activity probe; inhibition, % at 3.39 µM; actives 1.2% (n = 340,000); AID 492953, 2010;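 active means inhibition above the mean of all tested compounds plus 3 SD, cut at about 24% in these data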;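 further: 0% = enzyme with DMSO and 100% = wells lacking PAFAH1B2; many of its hits are not listed in these tables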
Target sequence (P68402 whole entry, looked up): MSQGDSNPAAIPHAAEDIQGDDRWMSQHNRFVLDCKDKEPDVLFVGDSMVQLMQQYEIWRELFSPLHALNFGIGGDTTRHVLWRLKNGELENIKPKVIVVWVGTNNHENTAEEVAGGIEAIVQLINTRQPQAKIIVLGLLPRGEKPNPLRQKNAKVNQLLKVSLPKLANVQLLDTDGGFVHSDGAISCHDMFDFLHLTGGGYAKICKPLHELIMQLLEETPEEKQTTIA
PME-1 inh – PME-1 inhibitors via competitive probe labeling, primary screen, biochemical, fluorescence polarization, FP-Rh probe, HTS | Protein phosphatase methylesterase 1 (Homo sapiens), Q9Y570 | recombinant PME-1 | inhibition, % at 5.9 µM | actives 0.53% (n = 320,000) | AID 2130, 2009;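 active means inhibition above the campaign mean of all compounds plus 3 SD, cut at about 26% in these data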;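 further: competitive labeling of PME-1 active site by serine hydrolase directed probe; 0% = PME-1 with DMSO and 100% = wells lacking PME-1 enzyme; inhibitors block probe labeling so polarization falls and inhibition rises; many of its hits are not listed in these tables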
Target sequence (Q9Y570 whole entry, looked up): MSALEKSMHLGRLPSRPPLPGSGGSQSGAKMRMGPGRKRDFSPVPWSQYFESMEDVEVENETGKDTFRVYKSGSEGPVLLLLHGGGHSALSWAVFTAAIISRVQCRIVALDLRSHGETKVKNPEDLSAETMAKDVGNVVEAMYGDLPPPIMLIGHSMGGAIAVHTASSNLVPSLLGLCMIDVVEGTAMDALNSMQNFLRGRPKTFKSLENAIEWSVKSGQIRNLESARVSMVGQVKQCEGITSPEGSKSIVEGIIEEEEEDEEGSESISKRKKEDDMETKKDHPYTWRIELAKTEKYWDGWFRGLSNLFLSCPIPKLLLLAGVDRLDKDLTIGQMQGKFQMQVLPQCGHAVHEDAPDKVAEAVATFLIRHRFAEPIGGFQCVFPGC
LYPLA1 inh – LYPLA1 inhibitors, primary screen, counter-screen for PME1 inhibitor project, biochemical, fluorescence polarization, FP-Rh probe ABPP. Acyl-protein thioesterase 1 (Homo sapiens), O75608. recombinant LYPLA1. inhibition, % at 5.9 µM. actives 0.16% (n = 320,000). AID 2174, 2009;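 active means inhibition above the mean of all tested compounds plus 3 SD, set per campaign, cut at about 14% in these data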;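 further: inhibitors block serine hydrolase probe labeling of LYPLA1 so polarization falls; 0% = enzyme with DMSO and 100% = wells lacking LYPLA1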
PAFAH1B3 inh – PAFAH1B3 enzyme inhibitors, primary screen, biochemical, fluorescence polarization, human; Platelet-activating factor acetylhydrolase IB subunit alpha1 (Homo sapiens), Q15102; recombinant PAFAH1B3, FP-rhodamine probe; inhibition, % at 3.39 µM; actives 0.28% (n = 340,000);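 active means inhibition above the screen-wide average of all tested compounds plus 3 SD, cut at about 25% in these data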;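 further: 0% = enzyme with DMSO only and 100% = wells lacking PAFAH1B3 protein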
PAD4 inh – human PAD4 inhibitors, primary screen, biochemical, fluorescence polarization, 1536-well format; recombinant PAD4, RCA probe fluorescence polarization; inhibition, % at 6.36 µM; actives 0.41% (n = 330,000); AID 485272, 2010;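 active means percent inhibition above a cutoff equal to the mean of all tested compounds plus 3 SD, cut at about 15% in these data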;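 further: 0% = PAD4 with RCA probe and DMSO and 100% = probe without PAD4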
GSTO1 inh – inhibitors of recombinant GSTO1, primary screen, counter-screen for RBBP9 inhibitor project, biochemical, fluorescence polarization. activity-based probe fluorescence polarization. actives 1.1% (n = 300,000). inhibition, % at 5.96 µM. Glutathione S-transferase omega-1 (Homo sapiens), P78417;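 active means inhibition above the campaign mean inhibition plus 3 SD, cut at about 35% in these data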;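 further: 0% = GSTO1-1 with DMSO and 100% = wells lacking GSTO1-1 enzyme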
Target sequence (P78417 whole entry, looked up): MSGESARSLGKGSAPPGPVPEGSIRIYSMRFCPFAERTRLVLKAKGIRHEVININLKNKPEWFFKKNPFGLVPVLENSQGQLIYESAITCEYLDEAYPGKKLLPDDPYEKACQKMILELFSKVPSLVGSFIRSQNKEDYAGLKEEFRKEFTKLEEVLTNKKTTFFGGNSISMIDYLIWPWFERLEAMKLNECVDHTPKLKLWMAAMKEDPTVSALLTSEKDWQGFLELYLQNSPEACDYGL
LYPLA2 inh – LYPLA2 inhibitors, primary screen, counter-screen for PME1 inhibitor project, biochemical, fluorescence polarization, FP-Rh probe ABPP; Acyl-protein thioesterase 2 (Homo sapiens), O95372; recombinant LYPLA2; inhibition, % at 5.9 µM; actives 0.38% (n = 320,000);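 active means inhibition above the screen-wide mean plus 3 SD, limit set per campaign, cut at about 26% in these data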;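 further: 0% = LYPLA2 with DMSO and 100% = wells lacking LYPLA2 enzyme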
Target sequence (O95372 whole entry, looked up): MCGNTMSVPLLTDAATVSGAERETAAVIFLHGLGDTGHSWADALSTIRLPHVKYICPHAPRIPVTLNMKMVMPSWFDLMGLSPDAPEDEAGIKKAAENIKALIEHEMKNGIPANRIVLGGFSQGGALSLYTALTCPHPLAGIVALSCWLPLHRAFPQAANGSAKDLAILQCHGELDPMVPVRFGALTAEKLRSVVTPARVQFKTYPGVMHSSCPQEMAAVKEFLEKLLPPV
An asterisk follows results filed as active; x = not tested or not shown.

SMILES	pPAFAH FP inh	PAFAH2 FP inh	PAFAH1B2 FP inh	PME-1 inh	LYPLA1 inh	PAFAH1B3 inh	PAD4 inh	GSTO1 inh	LYPLA2 inh
Cc1cc(C(=O)CN2C(=O)NC3(CCCc4ccccc43)C2=O)c(C)n1Cc1ccccc1 (stereo not given)	15	-1	5	-4	-4	3	-5	-9	-4
S=C(NCc1ccc2c(c1)OCO2)NCc1ccco1	2	5	1	-5	3	7	-2	9	7
Cc1ccc(S(=O)(=O)N2CCN(CC(=O)Nc3ccccc3Cl)CC2)cc1	2	-1	8	3	7	4	5	x	6
CCC(C(=O)NCc1ccco1)N(C(=O)CNS(=O)(=O)c1ccc(C)cc1)c1ccccc1F (stereo not given)	0	-4	5	0	-2	8	-5	4	2
CC1CCCC(NC(=O)C2CCN(S(=O)(=O)N3CCCCC3)CC2)C1C (stereo not given)	4	0	8	10	2	15	-1	8	3
CCn1c(CNC(=O)Cc2ccc(OC)cc2)nnc1SCCOc1ccccc1	6	-4	5	-2	-1	13	-2	-2	0
O=[N+]([O-])c1ccc(N2CCN(c3ccccc3O)CC2)c(Cl)c1	1	-9	-3	9	2	8	-7	-1	4
COc1cc2nc(NC(=O)c3ccccc3)[nH]c(=O)c2cc1OC	3	7	3	-6	-1	5	0	0	1
COc1ccc([C@@H]2CC(=O)c3c(O)cc(O[C@@H]4OC(CO[C@@H]5OC(C)[C@H](O)[C@@H](O)[C@H]5O)[C@@H](O)[C@H](O)[C@H]4O)cc3O2)cc1O (stereo not given in full)	3	-4	-1	x	x	10	-2	x	x
COc1ccc(-c2sc3cc(OC)ccc3c2-c2ccc(OCCN3CCOCC3)cc2)cc1	20	3	3	x	x	10	3	x	x
CC1CCN(c2ccc(C(=O)Nc3ccc4c(c3)OCO4)cc2[N+](=O)[O-])CC1	6	-5	6	-1	-11	5	1	-2	-10
O=C(Nc1ccccc1)Nc1cccc(NC(=O)Nc2ccccc2)c1F	-2	-9	-9	-30	-16	-12	0	-3	-25
O=C(CSc1nnc(NC(=O)C2CC2)s1)NCc1ccc(F)cc1	5	-1	3	4	1	0	1	3	-5
COC(=O)CSc1nc2cc(OC)ccc2n1C	2	2	8	-4	-4	10	-3	-1	2
CCOCCCNC(=O)C(NC(=O)CNC(=O)c1ccccc1)c1ccc(C)cc1 (stereo not given)	-3	-6	-1	-4	-2	-4	-2	3	-2
O=C(COC(=O)[C@@H]1CC(O)CN1S(=O)(=O)c1ccc([N+](=O)[O-])cc1)NC12CC3CC(CC(C3)C1)C2 (stereo not given in full)	-1	5	7	6	4	8	1	1	1
CN(C)CC#CCCCCCCC#CCN(C)C	-1	x	x	-1	3	x	7	-1	6
CCC(C)(C)c1ccc(OC(=O)c2cccnc2Cl)cc1	9	11	10	-4	7	4	-2	-3	24
CC(C)c1ccc(S(=O)(=O)/N=C2/C=C(Sc3ncn[nH]3)C(=O)c3ccccc32)cc1	9	51*	46*	42*	3	49*	38*	85*	36*
FC(F)(F)C1=CC(c2ccc(Cl)cc2)=NCCN1	5	0	1	-3	1	-4	-7	-5	-5
CCOC(=O)C1=C(C)NC(C)=C(C(=O)OCC)C1C(=O)OCC(=O)NC1(C#N)CCCCC1	-6	-1	-1	-3	5	-4	-4	-4	3
COc1ccc(/C=C/C(=O)c2ccc[nH]2)cc1OC	0	7	-2	-4	2	3	-4	-8	1
Cc1ccnc(NS(=O)(=O)c2ccc(NC(=O)c3cncc(Br)c3)cc2)n1	0	-1	-1	3	-1	10	0	0	2
CCCN(CC1CC1)c1nc(C)nc(Nc2c(Cl)cc(Cl)cc2Cl)c1Cl	-1	5	-3	-2	-1	3	0	0	-4
O=S(=O)(c1ccc2c(c1)OCCO2)N1CCC(n2nnc3cc(C(F)(F)F)ccc32)CC1	3	-13	7	-7	-2	4	-1	-5	9
Cc1cccnc1NC(=O)Cn1nc(-c2ccccc2)oc1=S	3	5	2	0	1	7	0	2	-4
O=C(COC(=O)c1ccc(Cl)cc1Cl)Nc1cccc(S(=O)(=O)NC2=NCCC2)c1	8	14	0	1	-4	-1	2	x	1
CCOC(=O)C1CCN(C(=O)CCCCn2c(=O)[nH]c3ccccc3c2=O)CC1	2	-10	-3	1	-3	0	-4	-5	1
CCN(CC(=O)Nc1ccccc1OC)C(=O)c1ccc(NC(=O)c2cccs2)cc1	3	-6	0	3	2	4	-3	x	3
CC(C)(C)c1cc(CN(CCO)CCO)cc(C(C)(C)C)c1O	5	9	2	0	1	-3	0	1	2
CSCCC(NS(=O)(=O)c1ccc(C)cc1C)C(=O)Nc1cccnc1 (stereo not given)	1	7	5	x	x	3	-3	x	x
CCN(CC)C(=S)SCC(=O)Nc1ncc2c(n1)CC(C)(C)CC2=O	6	x	x	3	2	x	0	1	1
COc1cc(OC)c(C2=NOC(C(=O)Nc3c(C)n(C)n(-c4ccccc4)c3=O)C2)cc1Cl (stereo not given)	-2	5	3	-1	-4	9	-1	2	1
CCC1CCCCN1CCCNC(=O)c1ccc(CS(=O)(=O)Cc2ccccc2F)o1 (stereo not given)	2	8	-1	4	2	3	-1	4	16
CC(=O)N/N=C(\N)c1nonc1N	2	x	x	3	3	x	-4	4	-3
CCCCCCCCCC(=O)N1c2ccccc2NC(=O)C1CC(=O)Nc1ccc(C(=O)O)cc1 (stereo not given)	10	8	5	2	-2	5	2	-5	4

Some of these compounds in order of the pPAFAH FP inh value, largest number first.
molecule,pPAFAH FP inh
CCCCCCCCCC(=O)N1c2ccccc2NC(=O)C1CC(=O)Nc1ccc(C(=O)O)cc1 (stereo not given),10
CCOC(=O)C1CCN(C(=O)CCCCn2c(=O)[nH]c3ccccc3c2=O)CC1,2
COc1cc(OC)c(C2=NOC(C(=O)Nc3c(C)n(C)n(-c4ccccc4)c3=O)C2)cc1Cl (stereo not given),-2

(more compounds)
SMILES	pPAFAH FP inh	PAFAH2 FP inh	PAFAH1B2 FP inh	PME-1 inh	LYPLA1 inh	PAFAH1B3 inh	PAD4 inh	GSTO1 inh	LYPLA2 inh
COc1cc(Cn2c(=O)oc3ccc(C)cc32)ccc1OC(C)C	5	3	4	-3	1	-2	1	-7	2
COc1ccccc1C/C(N)=N/OC(=O)c1ccc2c(c1)OCO2	0	77*	3	-9	-4	1	2	4	-3
COc1c(C(O)CC(C)C)ccc2c1C(=O)OCc1cc(C)cc(O)c1O2 (stereo not given)	3	5	-2	3	1	0	1	12	2
CC(Oc1ccc2c3c(c(=O)oc2c1)CCCC3)C(=O)NCC1CCC(C(=O)O)CC1 (stereo not given)	5	-3	6	-5	-3	2	-2	6	-4
COc1ccc(CNC(=O)/C=C/c2cc([N+](=O)[O-])ccc2OC(F)F)cc1	-4	-1	9	4	-1	9	2	-1	4
CCOc1ccc(C(C(=O)NC2CCCCC2)N(CCOC)C(=O)c2snc(C(N)=O)c2N)cc1 (stereo not given)	5	1	3	-11	-5	13	-2	3	-6
COc1ccccc1-n1cnnc1SC1CCOC1=O (stereo not given)	2	-1	3	-1	3	9	1	13	6
CC(NC(=O)c1ccccc1F)c1ccccc1 (stereo not given)	5	-5	0	0	-3	5	-5	-7	-1
COC(=O)c1ccc(C(NC(=O)OCc2ccccc2)/C(F)=C/[C@@H](C)C(=O)NCc2ccc(-c3ccccc3)cc2)cc1 (stereo not given in full)	2	x	x	1	-3	x	-2	3	2
CCN(c1ccccc1)S(=O)(=O)c1cccc(C(=O)NCc2ccccn2)c1	4	9	1	-2	0	5	-5	6	1
CCOc1ccc(NC(=O)N(C2CCCCCC2)C2CCN(C(C)=O)CC2)cc1	3	5	5	1	0	5	5	4	3
Cc1cc(NC(=O)C(C)C)ncc1NC(=O)Cc1ccccc1	-9	3	2	1	0	10	0	-3	8
Cc1cc(C)n(C(=O)C(C)n2nc([N+](=O)[O-])c(Br)c2C)n1 (stereo not given)	9	-2	-3	1	-4	7	0	0	-6
Cn1c(SCC(=O)NCCN2C(=O)CSC2=O)nnc1-c1ccccc1	6	2	0	0	-2	2	1	1	-1
CCOc1ccc(-n2c(Cc3cc(=O)[nH]c(=O)[nH]3)nnc2SCC(=O)OC)cc1	8	0	1	-3	6	4	-5	-8	-2
CCC(NC(=O)c1ccccc1NC(=O)c1ccc(OC)cc1)C(=O)N1CCCC1 (stereo not given)	-1	3	1	2	-6	3	-3	7	3
O=C(NCCCN1CCOCC1)C(=O)N/N=C/c1c(Cl)cccc1Cl	-4	4	0	3	1	1	-5	4	9
CCOC(=O)c1cccc(NC(=O)CN(c2ccc(C)cc2)S(=O)(=O)c2c(C)n[nH]c2C)c1	-6	-4	-1	0	-6	3	-4	-2	-5
Cc1cccc(CCNC(=O)C2CCN(S(=O)(=O)c3c(C)nn(C)c3C)CC2)c1	1	-4	-1	5	-2	-2	3	-3	3
Cc1cccc(/C=N\Nc2nnc(-c3ccccc3)c(=O)[nH]2)c1	2	-2	-1	-9	-2	-11	-3	-6	-2
COc1cccc(-c2nc(CS(=O)(=O)CC(=O)NCCc3ccc(OC)cc3OC)c(C)o2)c1	1	-7	-1	-1	-2	4	-7	-1	-8
CCc1cc2c(cc(C(=O)O)n2C)s1	1	-3	2	-6	-6	7	2	6	1
COc1ccc(OC)c(CCNC(=O)CCn2ccc3cc(S(=O)(=O)N4CCCC4)ccc32)c1	2	5	2	14	-2	7	-4	-2	2
C=CCN(c1ccccc1)S(=O)(=O)c1cccc(C(=O)NCc2ccncc2)c1	-1	5	11	3	-2	-3	-2	8	-6
Cn1c(Oc2ccccc2NCc2cccc(Br)c2)cc(=O)n(C)c1=O	1	-3	2	2	-2	3	-1	-2	-1
CCOC(=O)CSc1nnc(CCc2nc3ccccc3[nH]2)n1C	2	-5	-3	-4	-7	8	1	14	2
COc1cc(/C=N/NC(=O)c2ccc(O)cc2)ccc1OCC(=O)N1CC(C)OC(C)C1 (stereo not given)	-1	-3	6	1	0	3	9	-1	-4
CC(=O)c1cccc(NC(=S)N2CCN(c3ccccn3)CC2)c1	0	15	6	0	3	-1	-4	-2	0
COc1ccccc1N1CCN(C(=O)Cc2cccs2)CC1	4	2	3	4	-2	4	1	2	2
CC(=O)c1ccc(-n2c(CCC(=O)O)ccc2-c2ccccc2)cc1	6	-5	1	8	5	2	1	1	-1
CC(=O)Nc1cc(NC(C)=O)cc(C(=O)NC(C)(C)C)c1	-3	1	2	-3	-3	0	2	2	-1
Cc1ccc(C(=O)CSC2=C(C#N)C(c3ccco3)C3=C(CCCC3=O)N2)cc1 (stereo not given)	14	0	0	32*	-1	16	-1	-4	2
CCCN=C1N(CC)C[C@@H]2[C@@H]3C(=O)N(C)C(=O)[C@@H]3[C@](Cc3ccccc3)(C(=O)OC)N12	-1	-2	2	x	x	2	-6	x	x
CCN1CCN(C(=O)c2ccc(Cl)c(S(=O)(=O)N3CCOCC3)c2)CC1	4	4	3	-1	-1	5	-2	-6	1

Some of the compounds tested. The share of hits here may be higher or lower than overall.
